GRK2 aptamer HTS = blocks RNA aptamer binding to human GRK2 | 0.59% of 330,000 active | P25098 | bead flow cytometry, FAM-aptamer displacement from GRK2 | inhibition of aptamer binding, % at 10 µM;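 active means inhibition of aptamer binding above 40%, roughly 3 SD of noise, on plates passing a quality check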;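 further: median bead fluorescence of bound FAM aptamer so fluorescent compounds give negative values; no value below 0 was filed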
Target sequence (P25098 whole entry, looked up): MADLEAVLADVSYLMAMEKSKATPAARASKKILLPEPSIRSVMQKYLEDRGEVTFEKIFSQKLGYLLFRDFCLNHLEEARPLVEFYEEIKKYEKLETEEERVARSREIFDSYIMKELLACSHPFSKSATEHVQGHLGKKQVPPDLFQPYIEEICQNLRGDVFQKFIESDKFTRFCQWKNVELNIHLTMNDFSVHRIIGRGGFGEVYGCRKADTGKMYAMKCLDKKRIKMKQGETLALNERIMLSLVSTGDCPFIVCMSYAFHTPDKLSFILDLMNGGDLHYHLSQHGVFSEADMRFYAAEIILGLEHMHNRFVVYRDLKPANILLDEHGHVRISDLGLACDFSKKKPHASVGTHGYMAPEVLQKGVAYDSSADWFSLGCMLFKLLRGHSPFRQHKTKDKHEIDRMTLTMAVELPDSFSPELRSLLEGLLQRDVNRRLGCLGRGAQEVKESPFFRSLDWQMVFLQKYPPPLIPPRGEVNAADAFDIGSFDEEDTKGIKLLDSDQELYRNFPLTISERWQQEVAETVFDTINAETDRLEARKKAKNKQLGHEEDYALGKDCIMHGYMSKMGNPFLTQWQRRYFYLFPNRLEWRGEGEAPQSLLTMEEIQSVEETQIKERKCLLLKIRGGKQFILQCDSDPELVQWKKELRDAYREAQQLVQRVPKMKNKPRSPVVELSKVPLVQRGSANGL
Fam108B inh = counter-screen for RBBP9 inhibitors: inhibitors of mouse Fam108B | recombinant Fam108B, FP-Rh probe fluorescence polarization | inhibition, % at 9.51 µM | 0.33% of 300,000 active;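 active means inhibition above the screen mean inhibition plus 3 SD, computed separately per campaign, cut at about 18% in these data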;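 further: inhibitors lower polarization as less probe binds the enzyme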
GLD-1 RNA inh = GLD-1-TGE RNA interaction inhibition (C. elegans); inhibition, % at 5.96 µM; purified GLD-1 + fluorescein TGE RNA, fluorescence polarization; 0.44% of 320,000 active; AID 2280; Q17339;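 active means percent inhibition above a per-plate cutoff, the plate mean of test compounds plus 3 SD, cut at about 30% in these data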;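 further: 0% = DMSO wells with GLD-1 and probe and 100% = wells lacking GLD-1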
AGP1-GFP MLPCN = yeast TOR pathway AGP1-GFP modulation | S. cerevisiae AGP1-GFP multiplex flow cytometry, 3 h; GFP as percent of DMSO wells | GFP response vs DMSO, % at 10 µM | 0.02% of 320,000 active | AID 2066;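 active means GFP response relative to DMSO above a set limit, near screen average plus 3 SD, cut at about 150% in these data; inconclusive means fewer than 70 cells counted for the yeast strain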;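 further: median GFP channel fluorescence of the gated AGP1 strain per well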
MCL1-BIM inh = inhibitors of human MCL1 binding to BIM-BH3 peptide | 0.68% of 320,000 active | inhibition, % at 10.9 µM | Q07820 | GST-MCL1 / FITC-Bim-BH3 fluorescence polarization;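 active means inhibition above the mean inhibition of all tested compounds plus 3 SD, set per campaign, cut at about 40% in these data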;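 further: 0% = DMSO wells and 100% = unlabeled Bim-BH3 peptide control; higher means more loss of mP so more displacement of Bim peptide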
VLA-4 inh = inhibition in a human VLA-4 binding assay. 0.2% of 330,000 active. VLA-4 expressing cells, ligand binding flow cytometry. inhibition, % (about 7 µM as worked out from the volumes in the protocol); in the data active means inhibition above about 50%
CIT2-GFP yeast = yeast TOR pathway CIT2-GFP modulation. S. cerevisiae CIT2-GFP strain, flow cytometry, 3 h; 100 means same as DMSO wells. GFP response vs DMSO, % at 10 µM. 0.065% of 320,000 active;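 active means GFP response relative to DMSO above a set limit, near the screen mean plus 3 SD, cut at about 150% in these data; inconclusive means Fewer than 70 cells measured for a yeast strain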;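 further: ratio of well median GFP fluorescence to mean of DMSO wells on the plate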
MEX-5 binding = C. elegans MEX-5 TCR-2 RNA binding activity; Q9XUB2; MEX-5/FITC-TCR2 RNA binding, fluorescence polarization; hits give low values; activity score (negative = inhibition of binding), % at 10 µM; 0.38% of 300,000 active;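 active means inhibition past about -25% in most replicates, and total fluorescence under double the plate's negative control median, limit read from the data; inconclusive means replicates evenly split on the limit, or fluorescence at least double controls; inactive means too little inhibition in most replicates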;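 further: 0% = DMSO and -100% = 5 µM competing unlabeled TCR2 RNA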
Bcl-xL primary = inhibitors of human Bcl-xL. Q07817. GST-Bcl-xL / FITC-Bim BH3 peptide fluorescence polarization. inhibition, % at 10.9 µM. 0.7% of 320,000 active;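 active means inhibition above the mean of all tested compounds plus 3 SD, cutoff set per campaign, cut at about 30% in these data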;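 further: 0% = DMSO wells and 100% = unlabeled Bim-BH3 peptide competitor; inhibitors lower millipolarization by displacing the labeled peptide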
Target sequence (Q07817 whole entry, looked up): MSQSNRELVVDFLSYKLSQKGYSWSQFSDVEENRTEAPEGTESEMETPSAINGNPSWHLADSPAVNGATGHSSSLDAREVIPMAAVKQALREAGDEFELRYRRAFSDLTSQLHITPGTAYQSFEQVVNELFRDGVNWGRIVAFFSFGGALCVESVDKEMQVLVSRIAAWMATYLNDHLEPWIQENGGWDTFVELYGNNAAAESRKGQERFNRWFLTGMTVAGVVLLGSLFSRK
The depositor's hits bear a star; ? = inconclusive; · = no result given; [ ] = another dose, or the depositor's remark. This is a random part of the collection; 2.2% or so of the library scored in one or more.

SMILES	GRK2 aptamer HTS	Fam108B inh	GLD-1 RNA inh	AGP1-GFP MLPCN	MCL1-BIM inh	VLA-4 inh	CIT2-GFP yeast	MEX-5 binding	Bcl-xL primary
CCn1nc(C)c(CN2CCCC(CNS(=O)(=O)c3ccc(OC)cc3)C2)c1C (centres undefined)	4	3	-1	110	14	7	110	2.8	6
O=C(CSc1nnc(-c2ccncc2)o1)Nc1nncs1	2	-2	-6	105	2	15	104	-1.7	-3
COCCCNC(=O)Cn1ccc(N)nc1=O	0	·	-1	100	7	-17	105	·	5
CC(=O)c1ccc(N2CCN(S(=O)(=O)c3c(C)[nH]c(C)c3C(=O)N3CCCC3)CC2)cc1	0	1	8	114	1	-4	108	-1.1	6
Cc1cccc(N2CCN(C(c3ccc(N(C)C)cc3)c3nnnn3C(C)(C)C)CC2)c1C (centres undefined)	0	1	3	·	11	-8	99	0.4	3
CCOC(=O)c1sc2nc(SCC(=O)NCc3ccco3)n(Cc3ccccc3)c(=O)c2c1C	0	-5	2	·	2	14	·	0.1	0
CCOc1ccc2nc(SCC(=O)NC(=O)NCc3ccco3)sc2c1	0	-9	-4	105	-8	19	105	-0.6	1
O=C(C1=NN[C@@H]2C(=O)N(c3ccccc3C(F)(F)F)C(=O)[C@H]12)c1cnccn1	1	-3	3	95	12	-2	94	-3.6	7
O=C(CC1SC(=O)N(c2ccccc2)C1=O)Nc1ccccc1 (centres undefined)	0	1	8	89	15	6	92	-1.5	16
CCCC(=O)Nc1ccc(NC(=O)C23CC4CC(CC(C4)C2)C3)cn1	3	2	3	97	8	-18	98	-1.4	8
CN(C)N1C(=O)CC(NNC(=O)c2ccncc2)C1=O (centres undefined)	1	4	-2	93	4	15	100	-0.6	1
COc1ccc(S(=O)(=O)N2CCCCC2)cc1NC(=O)C1CC1C (centres undefined)	0	·	7	86[may fluoresce violet]	5	12	?	·	-3
O=C(O)CC(SCC(=O)Nc1ccccc1)C(=O)O (centres undefined)	0	-2	0	99	-4	15	96	1.0	-2
Cn1c(-c2cccc(OCc3ccccc3)c2)nc2c1c(=O)[nH]c(=O)n2Cc1ccccc1	0	1	6	93	3	9	98	·	0
COc1cc2cc(Br)cc(Br)c2nc1C	1	-2	3	·	-3	-4	96	2.8	-4

Single records (already shown). Order of values: GRK2 aptamer HTS | Fam108B inh | GLD-1 RNA inh | AGP1-GFP MLPCN | MCL1-BIM inh | VLA-4 inh | CIT2-GFP yeast | MEX-5 binding | Bcl-xL primary
COc1ccc(S(=O)(=O)N2CCCCC2)cc1NC(=O)C1CC1C (centres undefined) is listed with 0 | · | 7 | 86[may fluoresce violet] | 5 | 12 | ? | · | -3
O=C(C1=NN[C@@H]2C(=O)N(c3ccccc3C(F)(F)F)C(=O)[C@H]12)c1cnccn1 is listed with 1 | -3 | 3 | 95 | 12 | -2 | 94 | -3.6 | 7
CN(C)N1C(=O)CC(NNC(=O)c2ccncc2)C1=O (centres undefined) is listed with 1 | 4 | -2 | 93 | 4 | 15 | 100 | -0.6 | 1

Remaining list, next part:
SMILES	GRK2 aptamer HTS	Fam108B inh	GLD-1 RNA inh	AGP1-GFP MLPCN	MCL1-BIM inh	VLA-4 inh	CIT2-GFP yeast	MEX-5 binding	Bcl-xL primary
COC(=O)c1sc2cc(C(F)(F)F)cnc2c1-c1cccnc1	12	2	7	111	-1	0	108	2.1	-1
O=C(COC(=O)/C=C/c1cccc([N+](=O)[O-])c1)NCC1CCCO1 (centres undefined)	1	-5	-3	105	10	-4	99	-2.1	5
C/C=C(/C)C(=O)Nc1cccc(C2=NOC3(C2)C[C@@H](C(N)=O)N(C(=O)C2(C)CC2)C3)c1 (some centres undefined)	1	3	1	87	6	-3	90	-2.1	6
CC(=O)c1c(O)c2cccc3c2n(c1=O)CCC3	3	1	-3	93	11	6	90	0.4	6
CCn1c(NC(=O)C(C)C)c(-c2cccs2)c(=O)c2ccccc21	0	-2	-6	102	1	20	95	4.4	3
Cc1c(C(=O)NCc2cccnc2)oc2ccc(S(=O)(=O)N3CC(C)CC(C)C3)cc12 (centres undefined)	0	0	3	99	10	45	100	-0.5	1
O=C(O)c1ccccc1-c1ccccc1C(=O)Nc1ccc(OC(F)(F)F)cc1	0	·	·	104	·	0	103	8.6	·
COc1ccc(N2CCN(C(=O)CCNS(=O)(=O)c3cc(Br)cnc3N)CC2)cc1	0	1	1	97	7	13	106	-0.6	8
Cc1ccc(Nc2nc3nonc3nc2N(C)C)cc1	0	3	1	99	1	1	96	-1.5	-1
C#CCn1c(CCNC(=O)c2ccco2)nc2ccccc21	2	-1	0	100	-1	8	100	3.0	4
C=CCn1c(Oc2cccc(C)c2)nc2c1c(=O)n(C)c(=O)n2C	3	3	6	96	-3	7	95	0.4	-3
C/C(=N\NC(=O)COc1ccccc1-c1ccccc1)c1ccccn1	2	2	-1	95	7	1	105	0.2	-2
CCCCNC(=O)[C@@](CC)(ONc1ccccc1C(F)(F)F)c1cccc2ccccc12	0	·	3	94	-3	5	96	·	1
O=C(CNC(=O)c1ccc(Br)cc1)NCC(=O)OCC(=O)c1ccc(F)cc1	0	·	·	100	·	0	95	·	·
NC(=O)c1c(NC(=O)c2ccc(F)cc2)sc2c1CCC2	0	-3	-4	93	8	4	103	-8.9	7
Cc1[nH]c2ccc(F)cc2c1CCN(Cc1cccnc1)C(=S)NC(C)(C)C	0	0	0	100	3	6	104	-9.0	0
CNC(=S)Nc1cccc(C(=O)O)c1	1	3	-3	100	3	1	92	-0.7	4
COc1ccc(N2CCN(C(=O)C3CCN(S(=O)(=O)c4ccc5c(c4)oc(=O)n5C)CC3)CC2)cc1	6	2	-5	111	1	6	102	0.8	8
CCn1c(COc2ccccc2)nnc1SCC(=O)NCc1ccco1	0	-4	-3	95	0	5	90	1.0	1
CCCCC(=O)Nc1cc(Cl)ccc1C(=O)O	2	-6	-6	97	-3	-4	94	2.4	-1
Cc1nc(C)n(C(Oc2ccc(Cl)cc2Cl)C(=O)C(C)(C)C)n1 (centres undefined)	0	5	-3	122	-1	8	109	3.3	0
O=C(Nc1c(F)cc(F)cc1Br)c1cc(-c2ccccc2)on1	0	-2	-1	?	-4	-2	?	-0.1	1
O=C1CC(C(=O)Nc2ccc(Br)cc2)C2(CCCC2)O1 (centres undefined)	1	0	7	88	1	-1	93	-0.4	1
CCCCn1c(N)c(N(CC)C(=O)CSCc2c(C)noc2C)c(=O)[nH]c1=O	36	-1	1	100	-9	14	95	3.2	7
CC(C)(C)OC(=O)[C@H](Cc1ccccc1)NC(=O)c1nc[nH]c1C(=O)N1CCc2ccccc2C1	0	1	-5	75	-5	20	67	-0.1	-2
COc1ccccc1NC(=O)COC(=O)CC(C)(C)CC1=NS(=O)(=O)c2ccccc2N1	0	4	2	112	1	2	107	0.0	0
Cc1ccc(C(=O)N2Cc3ccccc3CC2C(=O)O)cc1 (centres undefined)	0	4	8	102	4	-6	99	-3.2	4
COc1ccc(SCCc2nnc(-c3ccccc3)o2)cc1	0	3	-1	100	4	2	107	-0.8	7
O=C(CO/N=C/c1cccc([N+](=O)[O-])c1)NC1CCCCC1	1	-2	7	100	11	9	87	3.2	4
CC1CCCCC1NC(=O)CO/N=C/c1ccccc1OC(F)F (centres undefined)	0	-3	1	93	15	2	97	-0.5	-1
O=C(O)CCCC(=O)Nc1ccccc1C(=O)N1CCOCC1	1	0	5	105	4	2	104	-0.3	4
COC(=O)C1=C(C)NC(C)=C(C(=O)OC)C1C1CC=CCC1 (centres undefined)	0	-9	-1	95	5	0	92	-2.3	6
NC(=O)C1CCN(CCCNC2CC(=O)N(Cc3ccc(N4CCCC4=O)cc3)C2=O)CC1 (centres undefined)	3	4	1	104	1	-21	108	-0.9	1
CCC(NC(=S)NCc1ccc(F)cc1)c1ccc(C(C)C)cc1 (centres undefined)	0	-15	-1	92	15	-2	93	0.4	6
COc1ccc(-c2ccc([C@H]3[C@@H]4C=CCC[C@@]4(C)C(=O)N3Cc3ccccc3)c(F)c2)cc1	0	-2	-7	101	1	26	97	0.5	0
Cc1ccc(NC(=O)CN2C(=O)CN(C)C2=O)cc1S(=O)(=O)N1CCCCC1	1	-3	-4	107	-13	0	99	-0.8	-3

Grouped by structure, the compounds so far with an aryl methoxy group
SMILES	GRK2 aptamer HTS	Fam108B inh	GLD-1 RNA inh	AGP1-GFP MLPCN	MCL1-BIM inh	VLA-4 inh	CIT2-GFP yeast	MEX-5 binding	Bcl-xL primary
CCn1nc(C)c(CN2CCCC(CNS(=O)(=O)c3ccc(OC)cc3)C2)c1C (centres undefined)	4	3	-1	110	14	7	110	2.8	6
COc1ccc(S(=O)(=O)N2CCCCC2)cc1NC(=O)C1CC1C (centres undefined)	0	·	7	86[may fluoresce violet]	5	12	?	·	-3
COc1cc2cc(Br)cc(Br)c2nc1C	1	-2	3	·	-3	-4	96	2.8	-4
COc1ccc(N2CCN(C(=O)CCNS(=O)(=O)c3cc(Br)cnc3N)CC2)cc1	0	1	1	97	7	13	106	-0.6	8
COc1ccc(N2CCN(C(=O)C3CCN(S(=O)(=O)c4ccc5c(c4)oc(=O)n5C)CC3)CC2)cc1	6	2	-5	111	1	6	102	0.8	8
COc1ccccc1NC(=O)COC(=O)CC(C)(C)CC1=NS(=O)(=O)c2ccccc2N1	0	4	2	112	1	2	107	0.0	0
COc1ccc(SCCc2nnc(-c3ccccc3)o2)cc1	0	3	-1	100	4	2	107	-0.8	7
COc1ccc(-c2ccc([C@H]3[C@@H]4C=CCC[C@@]4(C)C(=O)N3Cc3ccccc3)c(F)c2)cc1	0	-2	-7	101	1	26	97	0.5	0

Source: PubChem
